# hERG protect: hERG rescue from dofetilide block, primary screen, cell-based, CHO-hERG, FluxOR thallium flux, dofetilide IC70; Voltage-gated inwardly rectifying potassium channel KCNH2 (Homo sapiens), Q12809; dofetilide IC70 present; activation (rescue from dofetilide block), less the hit threshold, % at 10 µM; 0.51% of 310,000 active; AID 1511, 2009;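 active = activation above the mean of controls blocked by dofetilide plus 5 SD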;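 also: thallium influx through hERG after potassium depolarization seen as dye fluorescence rise; in these data hits start at about 4.7%; inactives centre near -7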
# KCNK3 block: human KCNK3 channel inhibitors, primary screen, CHO cells, FluxOR thallium flux, B-score; Potassium channel subfamily K member 3 (Homo sapiens), O14649; FluxOR fluorescence; active compounds read low; B-score at 10 µM; 0.84% of 340,000 active; AID 602410, 2012;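 active = B-score under library mean minus 4 SD, starting fluorescence ratio at most library mean plus 5 SD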;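 also: more negative B-score means stronger inhibition of thallium flux through KCNK3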
# TMEM16A inh: TMEM16A chloride channel inhibitors, primary screen, cell-based, HTS; normalized B-score (activity score, 25-100; higher = stronger inhibition) at 10 µM; 1.2% of 310,000 active; HEK293 TMEM16A/YFP iodide influx fluorescence, ionomycin;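 active = ratio plate-corrected score three or more library SD toward inhibition, starting fluorescence score within five deviations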;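 also: score derived from kinetic fluorescence span divided by baseline fluorescence per well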
# TRPC4 agonist: activators of mouse TRPC4 channel, primary screen, Fluo4 calcium, HEK293 TRPC4beta/mu-opioid cells | 0.49% of 310,000 active | Fluo4 calcium fluorescence; active compounds read high | B-score at 10 µM;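 active = B-score above 5 SD of library B-scores, and initial fluorescence ratio not above library mean plus 5 SD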;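 also: positive B-score marks a calcium rise read as TRPC4 activation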
#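 Material: HEK293 stable line with TRPC4beta plus mu-opioid receptor; technique: Fluo4 calcium-sensitive dye fluorescence, kinetic, 1 Hz baseline; timing: Fluo4 dye loading 45 min at room temperature, 110 s recording; controls: assay buffer as low control, maximal DAMGO as high control; read-out: integrated baseline-normalised fluorescence ratio, converted to per-well B score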
# ANO1 activ: TMEM16A chloride channel activators or potentiators, primary screen, cell-based, HTS; Anoctamin-1 (Mus musculus), Q8BHY3; HEK293 TMEM16A/YFP-H148Q/I152L, iodide quench fluorescence; active compounds read low; B-score at 10 µM; 0.3% of 340,000 active;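 active = fluorescence-ratio B-score plate-corrected deviation score at least 3 library SD below zero, with starting fluorescence score within 5 deviations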;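 also: channel opened by trigger with iodide after compound preincubation; score built on the fluorescence ratio of max minus min over baseline; more negative score means more quench and so TMEM16A activation or potentiation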
# KCNQ1 block: inhibitors of human KCNQ1 channel, primary screen, cell-based, thallium flux, high-throughput; CHO-K1 KCNQ1, FluxOR thallium flux fluorescence; active compounds read high; 1.3% of 310,000 active; B-score at 10 µM; Potassium voltage-gated channel subfamily KQT member 1 (Homo sapiens), P51787;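 active = compounds whose thallium flux B-score, printed positive for inhibition, exceeds three library SD while starting fluorescence stays within three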;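 also: channel opened by potassium depolarization with thallium stimulus after 20 min compound exposure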
# HDAC3 inh: HDAC3 deacetylase inhibitors, primary screen, biochemical, fluorescence, cell-free homogeneous; Histone deacetylase 3 (Homo sapiens), O15379; recombinant HDAC3, fluorogenic peptide/trypsin coupled; 0.15% of 320,000 active; AID 2718, 2010; inhibition, % at 8.3 µM; in the data active = inhibition above about 26%, passing the limit was not always enough
# Target sequence (O15379 whole entry, looked up): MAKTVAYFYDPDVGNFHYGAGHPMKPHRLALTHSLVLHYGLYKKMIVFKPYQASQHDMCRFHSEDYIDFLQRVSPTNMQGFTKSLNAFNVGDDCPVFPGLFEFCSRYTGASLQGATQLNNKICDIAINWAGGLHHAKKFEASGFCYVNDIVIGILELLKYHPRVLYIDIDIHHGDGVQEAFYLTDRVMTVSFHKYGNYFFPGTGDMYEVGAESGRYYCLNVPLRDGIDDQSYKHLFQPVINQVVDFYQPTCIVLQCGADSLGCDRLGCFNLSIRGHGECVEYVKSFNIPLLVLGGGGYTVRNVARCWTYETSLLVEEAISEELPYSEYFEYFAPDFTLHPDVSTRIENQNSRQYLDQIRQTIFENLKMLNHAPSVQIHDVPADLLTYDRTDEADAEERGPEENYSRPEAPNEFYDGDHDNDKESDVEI
# TRPC4 PAM: positive allosteric modulators of TRPC4, primary screen, cell-based, mouse TRPC4beta, HEK293 mu-opioid, Fluo-4 calcium; B-score at 10 µM; Short transient receptor potential channel 4 (Mus musculus), Q9QUQ5; 0.42% of 310,000 active; DAMGO EC20, Fluo-4 Ca2+ flux; active compounds read high;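 active = B-score of calcium response area above 5 SD of library B-scores, with initial fluorescence ratio within 5 SD of library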;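 also: B-score of integrated fluorescence ratio over time as area under calcium response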
# DYRK1A inh: rat Dyrk1A kinase inhibitors, primary screen, biochemical, single point, plate reader; ADP-Glo luminescence, NFATc1 peptide; inhibition, % at 12.5 µM; Dual specificity tyrosine-phosphorylation-regulated kinase 1A (Rattus norvegicus), Q63470; 0.43% of 310,000 active; in the data active = inhibition above about 50%;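 also: plate controls were vehicle with enzyme for no effect and no enzyme for full effect; many of its hits are not listed in these tables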
# KCNK9 block: KCNK9 potassium channel inhibitors, primary screen, HEK293 cells, thallium flux; B-score at 10 µM; 1.2% of 310,000 active; AID 488922, 2010; Potassium channel subfamily K member 9 (Homo sapiens), Q9NPC2; FluxOR thallium flux fluorescence; active compounds read low;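 active = ratio B-score over 3 SD below the library mean, with starting fluorescence within 5 SD of its mean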;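 also: negative B-score means less thallium flux so channel inhibition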
# Target sequence (Q9NPC2 whole entry, looked up): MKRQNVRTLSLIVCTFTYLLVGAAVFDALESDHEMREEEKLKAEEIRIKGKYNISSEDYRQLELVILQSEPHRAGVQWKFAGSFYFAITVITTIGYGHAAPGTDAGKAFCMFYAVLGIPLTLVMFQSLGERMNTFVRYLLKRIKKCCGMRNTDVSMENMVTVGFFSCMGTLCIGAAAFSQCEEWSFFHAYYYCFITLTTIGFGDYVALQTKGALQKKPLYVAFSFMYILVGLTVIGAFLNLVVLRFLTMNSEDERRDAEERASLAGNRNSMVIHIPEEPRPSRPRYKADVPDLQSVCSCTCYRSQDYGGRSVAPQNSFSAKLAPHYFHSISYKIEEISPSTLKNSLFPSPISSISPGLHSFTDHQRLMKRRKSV
# KCNQ1 act: potentiators or activators of KCNQ1 channel, primary screen, cell-based, thallium flux, high-throughput; Potassium voltage-gated channel subfamily KQT member 1 (Homo sapiens), P51787; CHO-K1 KCNQ1, thallium flux FluxOR fluorescence; active compounds read high; B-score at 10 µM; 0.35% of 310,000 active;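 active = fluorescence ratio B-score, a plate-corrected score, at least three library SD, with initial intensity B-score within 5 SD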
#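 Assay system: stable KCNQ1 CHO-K1 line; medium: assay buffer, equal DMSO in all wells; timing: 90 min dye loading and 20 min compound exposure, both at room temperature; technique: kinetic FluxOR thallium fluorescence, 10-s 1-Hz baseline, 110-s post-stimulus read; read-out basis: B score of baseline-normalized fluorescence ratio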
# Starred values were filed as active, the others as inactive; i = inactive; . = no result given. Only part of the results is shown, so the mix of outcomes need not match the whole.
SMILES,hERG protect,KCNK3 block,TMEM16A inh,TRPC4 agonist,ANO1 activ,KCNQ1 block,HDAC3 inh,TRPC4 PAM,DYRK1A inh,KCNK9 block,KCNQ1 act
Cc1ccc([N+](=O)[O-])c(OCCn2cnc3ccccc32)c1,-1.5,i,i,i,i,i,4.4,i,.,i,i
Cc1ccc(-c2nnn(CC(=O)N(c3cccc(F)c3)C(C(=O)NC3CCCC3)c3ccncc3)n2)o1 (stereo not given),-6.7,i,i,i,i,i,-5.1,i,0.7,i,i
C=CCOn1c(=O)c(-c2ccc(OC)cc2)[n+]([O-])c2ccccc21,-7.0,i,i,i,i,i,6.7,i,12.9,i,i
CCc1ccc(NC(=O)C2CCN(S(=O)(=O)c3c(C)[nH]c(=O)[nH]c3=O)CC2)cc1,-8.2,i,i,i,i,i,5.0,i,-0.5,i,i
O=C1NC(=O)/C(=C\c2cn(CC(=O)N3CCOCC3)c3ccccc23)S1,-0.6,i,i,i,i,i,-3.4,i,-1.7,i,i
COc1ccc(CN2CCNC(=O)C2CC(=O)N(C)Cc2ccon2)c(F)c1 (stereo not given),-7.7,i,i,i,i,i,-5.2,i,1.3,i,i
O=c1[nH]c2ccc(Cl)cc2c(=O)n1Cc1ccco1,-3.6,i,i,i,i,i,3.6,i,2.1,i,i
CCOc1cc(S(=O)(=O)N2CCN(CC)CC2)ccc1Cl,-4.6,i,i,i,i,i,4.3,i,-0.1,i,i
NS(=O)(=O)c1ccc(Sc2nc3ccccc3s2)c([N+](=O)[O-])c1,-6.4,i,i,i,i,i,6.9,i,13.9,i,i
COc1ccc(-c2cc3nc(C)cc(NCCO)n3n2)cc1,-7.1,i,i,i,i,i,-5.9,i,.,i,i
COc1ccccc1C(=O)N(CCN(C)C)c1nc2cc(C)cc(C)c2s1,-16.6,i,i,i,i,i,0.0,i,.,i,i
Cn1ccnc1C(=O)c1cc(SCC(=O)NC2CC2)nc2ccccc12,-8.5,i,i,i,i,i,6.5,i,1.4,i,i
COc1ccc2nc(SCCOC(=O)Nc3ccc(Cl)cc3)nc(C)c2c1,-13.0,i,25*,i,i,i,0.6,i,1.5,i,i
COc1ccc2oc(=O)c(-c3ccccc3C(=O)N3CCOCC3)cc2c1,-14.3,i,i,i,i,i,-15.5,i,0.4,i,i
CC(=O)Nc1ccc(-c2nnc(SCc3ccc(C)cc3)n2C)cc1,-10.3,i,i,i,i,i,-1.6,i,3.2,i,i
CN(C(=O)COC(=O)COc1ccc(Cl)cc1)C1CCCCC1,-13.1,i,i,i,i,i,6.6,i,3.9,i,i
Cc1ccc(C23CC4CC(CC(CN)(C4)C2)C3)cc1,-9.3,i,.,i,i,i,.,i,-2.5,i,i
Cc1ccc(S(=O)(=O)N/N=C\c2ccccc2OCc2ccccc2)cc1,-4.0,i,i,i,i,i,-3.9,i,.,i,i
Cc1cc(C)c(-c2csc(NC(=O)c3n[nH]c(=O)c4ccccc34)n2)c(C)c1,-7.9,i,i,i,i,i,-0.5,i,0.7,i,i
O=c1c(=O)n2c(nn1Cc1ccc(F)cc1)sc1ccccc12,-10.7,i,i,i,i,i,1.7,i,1.4,i,i
COc1ccc(-c2noc(C3CCCN(C(=O)Nc4ccccc4F)C3)n2)cc1 (stereo not given),-9.2,i,i,i,i,i,3.5,i,2.1,i,i
COc1ccc(CCNC(=O)c2cccc(S(=O)(=O)N3CCCCC3)c2)cc1,-7.1,i,i,i,i,i,-4.1,i,-1.6,i,i
COc1ccc(C(=O)N/N=C\C(C)=C\c2ccccc2)cc1OC,-13.9,i,i,i,i,i,5.0,i,1.8,i,i
CC(C)CCNc1nc(-c2ccco2)c2c(c1C#N)CCCC2,-7.8,i,i,i,i,i,6.9,i,-1.2,i,i
COc1ccccc1NC(=O)CSc1nnc(-c2ccncc2)o1,-11.5,i,i,i,i,i,1.7,i,-3.4,i,i
O=C(c1ccco1)N1CCN(CC(O)COc2ccc(Br)cc2)CC1 (stereo not given),-10.4,i,i,i,i,i,-3.5,i,-7.8,i,i
CC(C)(C)OC(=O)CN1C(=O)NC2(CCCc3ccccc32)C1=O (stereo not given),-7.1,i,i,i,i,i,1.6,i,-1.4,i,i
COc1ccc2cc3c(N)nn(C(=O)c4ccc(Cl)c([N+](=O)[O-])c4)c3nc2c1,-11.8,i,i,i,i,i,-2.1,i,0.6,i,i
CC(C)c1ccc(OCC(O)CNC(C)c2ccccc2)cc1 (stereo not given),-8.5,i,i,i,i,i,5.8,i,-1.4,i,i
CCOC(=O)C1CCCN(C(=O)c2cccs2)C1 (stereo not given),-2.8,i,i,i,i,i,-2.0,i,3.5,i,i
Cc1ccc2c(C)nc(Nc3nc(CSc4nc5ccccc5[nH]4)cc(=O)[nH]3)nc2c1,-9.4,i,i,i,i,i,5.0,i,.,i,i
Cc1cc(N2C(=O)NC(=O)CC2C)c(C)cc1C(C)C (stereo not given),-9.8,i,i,i,i,i,0.5,i,0.1,i,i
COc1ccc(C(=O)Nc2ccc3oc(-c4cccc(F)c4)nc3c2)cc1OC,-4.7,i,i,i,i,i,-0.5,i,3.5,i,i
Cc1cc(NC(=O)C2CC(=O)N(c3ccc(Cl)cc3)C2)no1 (stereo not given),-3.3,i,i,i,i,i,-1.7,i,8.0,i,i
Cn1c(N)c(C(=O)COC(=O)CSc2cccc3cccc(Cl)c23)c(=O)n(C)c1=O,-13.3,i,i,i,i,i,-0.4,i,.,i,i
COc1ccc(-c2ccc3c(N)c(C(=O)c4cccc(OC)c4)sc3n2)cc1,-8.1,i,i,i,i,i,-3.0,i,1.4,i,i
Cc1ccccc1-c1nnc(NC(=O)c2ccc(N3C(=O)CCC3=O)cc2)s1,-6.5,i,i,i,i,i,4.3,i,2.5,i,i
COc1ccc(C)cc1Nc1n[n+](-c2ccccc2)c(-c2c(Cl)cccc2Cl)s1,-32.4,.,100*,67*,.,11*,9.8,i,.,-15.5*,i
O=C1NC(=S)N(C(=O)c2ccc(F)cc2)/C1=C/c1ccccc1,-0.6,i,i,i,i,i,5.0,i,4.6,i,i
Cc1cc(Nc2cccc(C)c2C)n2nc(C)nc2n1,-2.7,i,i,i,i,i,-0.2,i,8.0,i,i
CCOC(=O)c1c(NC(=O)c2ccccc2)sc2c1CCc1ccccc1-2,-16.2,i,i,i,i,i,0.0,i,3.4,i,i
CCn1c(SCC(=O)Nc2ccc(OC)cc2)nc2c(c1=O)SCC2,-10.6,i,i,i,i,i,.,i,1.1,i,i
O=C(CNS(=O)(=O)c1ccc(Br)s1)NCc1ccccc1,-3.5,i,i,i,i,i,1.6,i,-1.1,i,i
CCN(CC)C(=O)CC(c1ccc(N(C)C)cc1)c1c(OC)cc(OC)c2ccc(=O)oc12 (stereo not given),-5.8,i,i,i,i,i,6.4,i,.,i,i
COCCn1c(C)cc(/C=C2/NC(=O)N(Cc3ccc(C)cc3)C2=O)c1C,-4.1,i,i,i,i,i,21.9,i,-3.2,i,i
COC(=O)Nc1ccc(S(=O)(=O)NC2CCS(=O)(=O)C2)cc1 (stereo not given),-4.1,i,i,i,i,i,2.3,i,16.1,i,i
O=C(CSC1=NC2(CCCCC2)N=C1c1ccccc1)Nc1ccc2c(c1)OCCO2,-8.4,i,i,i,i,i,-2.4,i,14.5,i,i
COc1ccc(/C=N/n2c(C3CCCCC3)n[nH]c2=S)c(OC)c1,-2.1,i,i,i,i,i,3.9,i,16.6,i,i
Cc1cccc(N2CCN(C(=O)CCNC(=O)Cn3ccc4ccccc4c3=O)CC2)c1C,-11.1,i,i,i,i,i,3.0,i,3.2,i,i
O=C(/C(=C/c1ccc(Cl)cc1)c1nc2ccccc2[nH]1)c1cccs1,-17.4,i,i,i,i,6*,4.3,i,7.8,-11.5*,i

# Carrying on:
SMILES,hERG protect,KCNK3 block,TMEM16A inh,TRPC4 agonist,ANO1 activ,KCNQ1 block,HDAC3 inh,TRPC4 PAM,DYRK1A inh,KCNK9 block,KCNQ1 act
COc1ccc(NC(=O)N(Cc2cccnc2)Cc2ccccc2Cl)c(OC)c1,-16.8,.,i,i,.,i,.,i,.,i,i
O=C(CSc1nnc(-c2cccnc2)o1)NNC(=O)c1ccc(Br)cc1,-11.9,i,i,i,i,i,2.4,i,-3.3,i,i
COC(=O)[C@@]12CCCN1[C@H](c1ccc(-c3ccc(OC)cc3)c(OC)c1)[C@@H]1C(=O)N(C)C(=O)[C@@H]12,.,i,i,.,i,.,-6.6,.,8.5,.,.
CCCCNS(=O)(=O)c1ccc(NC(=O)c2cccs2)cc1,-9.0,i,i,i,i,i,6.1,i,10.8,i,i
O=S1(=O)N(Cc2ccccc2F)CCCN1Cc1c(F)cccc1Cl,-5.2,i,i,i,i,i,3.6,i,0.1,-14.5*,i
O=C(CSc1nnc(NC(=O)C2CCC2)s1)Nc1ccccc1,-9.3,i,i,i,i,i,0.8,i,-3.5,i,i
O=C1c2ccccc2C(=O)c2c1oc(C(F)(F)F)c2C(=O)c1ccccc1,-9.0,i,i,i,i,i,18.5,i,5.5,i,i
C=CCNC(=S)Nc1ccc(Cl)c(S(=O)(=O)N2CCOCC2)c1,-16.6,i,i,i,i,i,-1.4,i,.,i,i
C=C(CC1([C@@H](NP(=O)(c2ccccc2)c2ccccc2)[C@H]2C[C@@H]2CCCC)CC1)c1ccccc1,-7.7,i,i,i,i,i,0.0,i,-1.4,i,i
O=C(NC(=S)Nc1ccc(Cl)cn1)c1cccs1,-0.3,i,i,i,i,i,-0.7,i,11.9,i,8*
CC(C)NS(=O)(=O)c1ccc(OCC(=O)N(C)Cc2ccccc2)cc1,-11.1,i,i,i,i,i,-0.5,i,83.2*,i,i
Clc1ccc(CSc2nnc(-c3cccnc3)n2Cc2ccco2)c(Cl)c1,-18.0,i,i,i,i,i,5.1,i,0.5,i,i

# Assay outcomes as filed in PubChem.
